Source: PubChem BioAssay
PvdQ inh: blocks Pseudomonas aeruginosa PvdQ acylase activity | purified PvdQ acylase, fluorescence plate reader | inhibition, % at 10 µM | actives 0.063% (n = 340,000) | AID 488965; in the data active = inhibition above about 30%, passing the limit was not always enough; inconclusive = no clear call, values can overlap the other calls;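 also: 0% = vehicle neutral wells and 100% = reference inhibitor wells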
CAL PDZ FP-1: blocks peptide binding to human CAL PDZ domain. Q9HD26. purified CAL PDZ, TMR-peptide fluorescence polarization, 1 h. inhibition, % at 20 µM. actives 0.02% (n = 330,000). AID 504414;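 active = highest replicate inhibition of at least 40%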;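 also: plate controls were DMSO neutral control wells for no effect and unlabeled competitor peptide control wells for full effect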
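Control set: unlabelled peptide and DMSO controls / Material: purified CerCALP PDZ construct / Timing: 1 h incubation at room temperature before polarization reading / Doses: 20 µM, one dose / Detection: fluorescence polarization (mP)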
PfHsp90 yeast 2: growth inhibition of yeast expressing Plasmodium Hsp90; S. cerevisiae expressing PfHsp90, BacTiter-Glo ATP, 48 h; yeast lacking PDR1 and PDR3 efflux regulators; inhibition, % at 9.4 µM; actives 0.32% (n = 310,000); AID 504621;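 active = every replicate shows inhibition above about 80%, whatever the replicate mean, limit read from the data; inconclusive = mean inhibition reaches the set limit but some replicate falls short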;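 also: 0% = DMSO neutral controls and 100% = 20 µM radicicol positive controls; yeast relying on Plasmodium falciparum Hsp90 in place of its own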
SR-BI uptake up: enhances SR-BI lipid uptake from DiI-HDL | CHO ldlA[mSR-BI] cells, DiI-HDL uptake fluorescence, 3 h; 100 = double the neutral-control signal | activation, % at 12.5 µM | actives 0.096% (n = 320,000) | AID 504775;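 active = mean replicate activation of at least 60% and every replicate at or above 60%; inconclusive = mean or all-replicate condition met, but not both; inactive = mean below 60% and not all replicates reaching 60%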;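 also: 0% = median plate neutral-control signal and 100% = twice that signal; values of inactives mirror those of a sister screen read the other way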
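System: CHO ldlA[mSR-BI] cells / Medium: HEPES-buffered (25 mM, pH 7.4) F12 plus 0.5% BSA / Probe or stimulus: labelled HDL, 10 µg/mL / Doses: single compound concentration, delivered by pin transfer / Schedule: 3 h, 37 °C / Measured by: DiI fluorescence, bottom read / Measure: cell-associated DiI fluorescence as measure of HDL uptake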
dFosB activator: mouse delta FosB homodimer activation; P13346; purified delta FosB, TAMRA-CDK5 oligo fluorescence polarization; percent of positive-control signal above neutral wells; activation, % at 25 µM; actives 0.99% (n = 340,000);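 active = mean activation above about 17%, with every replicate also reaching it, limit read from the data, passing the limit was not always enough; inconclusive = only one of the two conditions met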;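 also: fluorescence polarization rise as delta FosB binds a TAMRA Cdk5 AP-1 oligo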
Target sequence (P13346 whole entry, looked up): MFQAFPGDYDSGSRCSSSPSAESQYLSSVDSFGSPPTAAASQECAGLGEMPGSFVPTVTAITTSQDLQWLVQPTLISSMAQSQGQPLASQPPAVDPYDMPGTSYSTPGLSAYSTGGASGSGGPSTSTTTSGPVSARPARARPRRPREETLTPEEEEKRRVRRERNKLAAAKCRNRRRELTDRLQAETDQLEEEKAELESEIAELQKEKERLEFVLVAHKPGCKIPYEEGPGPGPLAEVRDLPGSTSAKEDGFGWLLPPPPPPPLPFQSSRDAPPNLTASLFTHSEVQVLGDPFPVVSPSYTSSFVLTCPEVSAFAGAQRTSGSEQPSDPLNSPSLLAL
NSD2 HMT inh: NSD2 (human) methyltransferase inhibition | AID 743445 | NSD2 peptide methylation, AlphaScreen, 120 min | actives 0.54% (n = 310,000) | inhibition, % at 12.5 µM | O96028; in the data active = inhibition above about 50%
SR-BI DiI inh: mouse SR-BI HDL lipid transfer inhibition; inhibition, % at 12.5 µM; actives 0.96% (n = 320,000); Q61009; AID 488896; ldlA[mSR-BI] CHO cells, DiI-HDL uptake fluorescence, 3 h;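 active = mean replicate inhibition of at least 70% and a set share of replicates each scoring 70 or more; inconclusive = meets just one of the two criteria; inactive = fails both criteria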;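 also: 0% = median of neutral control wells and 100% = median of positive control wells; values of inactives mirror those of a sister screen read the other way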
Target sequence (Q61009 whole entry, looked up): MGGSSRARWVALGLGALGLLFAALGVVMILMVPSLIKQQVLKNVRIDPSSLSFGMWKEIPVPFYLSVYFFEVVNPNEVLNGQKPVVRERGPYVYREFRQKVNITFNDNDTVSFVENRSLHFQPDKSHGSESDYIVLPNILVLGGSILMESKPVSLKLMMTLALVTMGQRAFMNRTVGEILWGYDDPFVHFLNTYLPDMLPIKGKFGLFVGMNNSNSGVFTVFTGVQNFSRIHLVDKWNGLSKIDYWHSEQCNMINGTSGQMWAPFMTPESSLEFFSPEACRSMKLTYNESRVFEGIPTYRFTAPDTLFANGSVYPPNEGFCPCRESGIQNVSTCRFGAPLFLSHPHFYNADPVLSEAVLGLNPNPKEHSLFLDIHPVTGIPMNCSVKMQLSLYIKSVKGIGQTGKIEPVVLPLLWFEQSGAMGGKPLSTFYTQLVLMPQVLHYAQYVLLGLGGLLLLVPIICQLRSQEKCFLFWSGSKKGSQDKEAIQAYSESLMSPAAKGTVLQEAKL
CAL PDZ FP-2: inhibitors of human CAL PDZ peptide binding; actives 0.92% (n = 300,000); Q9HD26; AID 602252; purified CAL PDZ, TMR-peptide fluorescence polarization, 1 h; inhibition, % at 24.9 µM;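 active = mean inhibition of at least 30% with at least half of replicates also reaching 30%; inconclusive = no clear call, values can overlap the other calls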;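 also: 0% = DMSO neutral control and 100% = excess unlabeled competitor peptide PRC23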
MITF TRPM1 HTS: activators of MITF-driven TRPM1 promoter activity in SK-MEL-5 cells | SK-MEL-5 TRPM1-promoter luciferase, 24 h; % of positive control, neutral wells = 0 | AID 588334 | actives 0.75% (n = 300,000) | activation, % at 12.5 µM;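 active = mean activation of at least 80% with every replicate also reaching 80%; inconclusive = mean reaches 80% but some replicate falls short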;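 also: 0% = neutral control wells and 100% = parthenolide positive control wells; values of inactives mirror those of a sister screen read the other way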
Rtt109 Vps75: inhibitors of Candida albicans Rtt109/Vps75 histone acetyltransferase; AID 540336; inhibition, % at 34.9 µM; actives 0.16% (n = 330,000); purified Rtt109/Vps75, ThioGlo CoA-SH fluorescence, 4 h; Q5AAJ8;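 active = inhibition of at least 50% in every replicate; inconclusive = best replicate reaches 50% inhibition but some replicates fall short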
An asterisk follows results filed as active; ? = inconclusive; nt = not tested or not shown.

A first look, 5 compounds:
SMILES | PvdQ inh | CAL PDZ FP-1 | PfHsp90 yeast 2 | SR-BI uptake up | dFosB activator | NSD2 HMT inh | SR-BI DiI inh | CAL PDZ FP-2 | MITF TRPM1 HTS | Rtt109 Vps75
COC(=O)c1cc(OC)c(OC)cc1NC(=O)CSc1nnnn1Cc1ccccc1 | 1 | -0.7 | 12 | 7 | 7 | 0 | -7 | -1 | 3 | -10
O=C(CSCc1ccc(Cl)cc1)Nc1ccccc1O | -14 | -0.3 | -12 | 18 | 0 | 0 | -18 | -1 | -5 | 0
O=c1ccn(CCCBr)c(=O)[nH]1 | 1 | 0.1 | -13 | -3 | -3 | -3 | 3 | -7 | nt | -4
COc1cc(CO)cc(Br)c1OCC(=O)Nc1cccc2ccccc12 | -12 | -0.3 | 18 | 3 | -7 | 0 | -3 | 3 | -12 | 0
CCOc1ccccc1NC(=O)COC(=O)/C=C/c1ccc(OC)c(OC)c1 | -8 | -0.2 | 9 | 0 | 6 | 2 | 0 | nt | 14 | 4

All compounds of this part, repeating the preview:
SMILES | PvdQ inh | CAL PDZ FP-1 | PfHsp90 yeast 2 | SR-BI uptake up | dFosB activator | NSD2 HMT inh | SR-BI DiI inh | CAL PDZ FP-2 | MITF TRPM1 HTS | Rtt109 Vps75
COC(=O)c1cc(OC)c(OC)cc1NC(=O)CSc1nnnn1Cc1ccccc1 | 1 | -0.7 | 12 | 7 | 7 | 0 | -7 | -1 | 3 | -10
O=C(CSCc1ccc(Cl)cc1)Nc1ccccc1O | -14 | -0.3 | -12 | 18 | 0 | 0 | -18 | -1 | -5 | 0
O=c1ccn(CCCBr)c(=O)[nH]1 | 1 | 0.1 | -13 | -3 | -3 | -3 | 3 | -7 | nt | -4
COc1cc(CO)cc(Br)c1OCC(=O)Nc1cccc2ccccc12 | -12 | -0.3 | 18 | 3 | -7 | 0 | -3 | 3 | -12 | 0
CCOc1ccccc1NC(=O)COC(=O)/C=C/c1ccc(OC)c(OC)c1 | -8 | -0.2 | 9 | 0 | 6 | 2 | 0 | nt | 14 | 4
CC(C(=O)O)c1ccc(C(=O)c2ccccc2)s1 (stereo unspecified) | -1 | 0.5 | 8 | 4 | 3 | nt | -4 | -2 | -4 | 1
Cn1cnc([N+](=O)[O-])c1C(=O)Nc1cccc([N+](=O)[O-])c1 | -3 | -5.1 | -15 | -5 | -8 | -1 | 5 | nt | -3 | 1
O=C(O)c1nsc(Cl)c1Cl | -21 | -0.1 | -5 | 28 | 0 | 1 | -28 | 2 | 6 | 9
CC(=O)Nc1ccc(S(=O)(=O)Oc2ccc(/C=N/N=C3/NC(=O)C(CC(=O)O)S3)cc2)cc1 (stereo unspecified) | 5 | -0.3 | -5 | 8 | -4 | -2 | -8 | 3 | -7 | 20
O=C(NCCN1CCNC1=O)C1CCC(=O)N(Cc2cccc(C(F)(F)F)c2)C1 (stereo unspecified) | 3 | -2.5 | 5 | 6 | -5 | 1 | -6 | -1 | -3 | 12
COc1ccc(/C=C(\C#N)C(=O)NCC(c2ccc(F)cc2)N2CCOCC2)cc1 (stereo unspecified) | -7 | 0.2 | 6 | 15 | -12 | 2 | -15 | 78* | 1 | -2
O=c1oc2ccc3ccccc3c2cc1-c1nnc(-c2ccccc2)o1 | 3 | -0.1 | -11 | 25 | 3 | 1 | -25 | 1 | 5 | -62
CN(C)CCCO[C@@H]1[C@H]2OC(C)(C)O[C@H]2O[C@@H]1[C@H](O)CO | -13 | -0.3 | 6 | -5 | -9 | nt | 5 | -4 | 8 | -8
CC1CN(S(=O)(=O)c2ccc(C(=O)N3c4ccccc4CC3C)cc2)CC(C)O1 (stereo unspecified) | -11 | -1.2 | nt | -26 | 0 | -1 | 26 | -1 | -7 | -5
COc1ccc2c(c1)c(=O)c(C(=O)c1ccccc1)cn2Cc1ccccc1 | -26 | -0.7 | -32 | 9 | 1 | nt | -9 | 1 | -10 | -5
COc1cccc(CN2CC(C(=O)NCc3cccc(N4CCCC4)c3)CCC2=O)c1 (stereo unspecified) | -8 | -1.2 | -24 | -12 | -6 | 2 | 12 | -2 | -4 | -2
COc1cccc2cc(C(=O)N3CCN(c4ccccc4F)CC3)c(=O)oc12 | -1 | -0.3 | -11 | -1 | 1 | 1 | 1 | 0 | 13 | -1
O=C(Nc1ccc(S(=O)(=O)Nc2nccs2)cc1)c1cc(-c2ccccc2Cl)nc2ccccc12 | -2 | -2.4 | 11 | 6 | -2 | nt | -6 | -11 | -7 | 2
C/C(=C\c1ccccc1F)C1Nc2cccc3cccc(c23)N1 | -4 | -0.5 | -5 | -7 | 3 | nt | 5 | -1 | -7 | 1
CC1CC(C)CN(CCOc2cccc3ccccc23)C1 (stereo unspecified) | 2 | nt | -1 | -6 | 6 | 2 | 6 | -4 | -13 | -5

2 compounds from above, limited to SR-BI DiI inh:
smiles	SR-BI DiI inh
C/C(=C\c1ccccc1F)C1Nc2cccc3cccc(c23)N1	5
CC1CC(C)CN(CCOc2cccc3ccccc23)C1 (stereo unspecified)	6

The main list resumes; the two compounds before the break are reprinted first.
SMILES | PvdQ inh | CAL PDZ FP-1 | PfHsp90 yeast 2 | SR-BI uptake up | dFosB activator | NSD2 HMT inh | SR-BI DiI inh | CAL PDZ FP-2 | MITF TRPM1 HTS | Rtt109 Vps75
C/C(=C\c1ccccc1F)C1Nc2cccc3cccc(c23)N1 | -4 | -0.5 | -5 | -7 | 3 | nt | 5 | -1 | -7 | 1
CC1CC(C)CN(CCOc2cccc3ccccc23)C1 (stereo unspecified) | 2 | nt | -1 | -6 | 6 | 2 | 6 | -4 | -13 | -5
COc1cc(C(=O)Nc2cccc(-c3nc4ncccc4o3)c2C)cc(OC)c1OC | 8 | -0.7 | -2 | -5 | -10 | 2 | 5 | 0 | 4 | 3
S=C(Nc1ccccc1)Nc1ccc(OCc2ccc(Cl)cc2Cl)cc1 | 4 | -0.8 | 15 | -29 | -8 | -2 | 29 | -2 | nt | 23
CCN1CCN(c2ccc(NC(=O)c3ccco3)cc2)CC1 | -6 | -0.4 | -3 | 19 | 9 | nt | -19 | nt | 86* | 5
COc1ccc(/C(C)=N/NC(=S)NCCc2ccccc2)cc1 | -5 | -0.3 | -26 | 12 | -4 | 0 | -12 | nt | -7 | 4
COc1ccccc1CNc1ccc2c(c1)CCC2 | -9 | 1.0 | -1 | -9 | -1 | 42 | 9 | 5 | nt | -7
Cc1ccc(-c2cc(C(=O)N3CCOCC3)c3ccccc3n2)cc1 | -12 | 0.1 | 2 | -17 | -5 | 3 | 17 | 1 | 2 | 2
COc1ccc(NS(=O)(=O)c2cccc(C(=O)NNC(=O)c3ccc(NC(C)=O)cc3)c2)cc1 | -7 | -1.2 | -4 | 8 | -5 | -2 | -8 | -7 | 6 | -7
CCOC(=O)C(CC)n1nc(C)n2c(cc3occc32)c1=O (stereo unspecified) | -13 | -0.1 | 63 | 20 | -8 | -2 | -20 | -2 | -6 | -8
CCn1c(NCc2ccco2)nc2ccccc21 | -14 | -1.4 | -10 | 18 | -5 | 0 | -18 | -5 | -7 | -4
CCOc1ccc(NS(=O)(=O)c2ccc(-c3ccc(=O)[nH]n3)o2)cc1 | 5 | -2.0 | -12 | 20 | -9 | 1 | -20 | -3 | 4 | 12
CC(C)=CC(=O)OCC(=O)NC(=O)NC(C)(C)C | 9 | 1.2 | 17 | -5 | 1 | 0 | 5 | -4 | 7 | -1
O=C1OC(c2cccc([N+](=O)[O-])c2)C2(CCCC2)C(=O)C12CCCCC2 (stereo unspecified) | -11 | -0.9 | 18 | -15 | 2 | 2 | 15 | 0 | -4 | -6
COc1ccc(-c2cc3nc4n(c(=O)c3s2)CCC4)cc1 | -2 | -3.2 | 26 | -3 | -26 | 1 | 3 | nt | -53 | -2
Cc1nn(-c2ccc(Cl)cc2)c(Cl)c1/C=N/NC(=O)c1ccc(NS(=O)(=O)c2cccs2)cc1 | -8 | -0.3 | -15 | -80 | -4 | 6 | ? | -5 | 8 | 14
CC(CS(=O)(=O)c1cccc2cccnc12)N1CCCCC1 (stereo unspecified) | -5 | 0.1 | 3 | 17 | -1 | 41 | -17 | nt | nt | 4
Oc1ccc(/C=N/n2cc(-c3ccccc3)[nH]c2=S)cc1 | 2 | 0.8 | -15 | -4 | -3 | 11 | 4 | nt | 7 | 13
CCc1ccc(C(=O)NNC(=O)CN2C(=O)NC(CC)(c3ccccc3)C2=O)cc1 (stereo unspecified) | -13 | -1.7 | -9 | 7 | -11 | 0 | -7 | -3 | 16 | 4
CCOC(=O)/C(Sc1nc(-c2ccccc2)cc(-c2ccccc2)c1C#N)=C(\C)O | -3 | -2.2 | 0 | -35 | -5 | 2 | 35 | -5 | 0 | 6
O=C(CSCc1ccccc1)Nc1ccc(Cl)cn1 | -3 | 0.2 | -12 | 35 | 8 | -3 | -35 | -4 | 59 | -5
CC(c1ccccc1)N1C(=O)CC(Sc2ncccc2C(=O)O)C1=O (stereo unspecified) | 12 | -2.2 | -31 | 14 | -7 | -1 | -14 | -4 | 4 | 43
COc1ccc(OCc2nnc(SCC(=O)N3CCCc4ccccc43)n2-c2ccc(C)cc2)cc1 | 7 | -0.6 | 0 | -33 | -3 | -3 | 33 | 0 | -1 | 14
CCOC(=O)C1=CN(Cc2ccccc2)CCC1=O | 28 | -0.7 | -5 | 8 | 2 | nt | -8 | -3 | -6 | -8
CCn1cc(C(=O)NCCCN(CC(C)C)CC(C)C)c(=O)c2cc(S(=O)(=O)N3CCOCC3)ccc21 | -8 | -1.4 | -4 | 9 | -15 | 3 | -9 | nt | 0 | -7
CC(C)Cc1nnc(NS(=O)(=O)c2ccc(Cl)cc2)s1 | -3 | -0.6 | 11 | 18 | 3 | nt | -18 | nt | -6 | 6
O=C(C1CCCN(S(=O)(=O)c2ccc(F)cc2)C1)N(Cc1cccs1)C1CC1 (stereo unspecified) | -2 | 0.3 | -20 | -14 | -6 | 1 | 14 | -3 | -3 | 2
COc1ccc(/C(N)=N/OC(=O)c2ccc(OC)c([N+](=O)[O-])c2)cc1OC | -3 | -0.3 | 11 | -21 | 7 | -6 | 21 | -3 | 1 | 1

Not a hit list; about 4.3% have a hit in one of these screens.
